SENP6 inh: inhibitors of human SENP6 protease; 330,000 compounds, 1.8% hits; Recombinant SENP6 catalytic domain, aminoluciferin luminescence; inhibition, % at 10 µM; AID 2599;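 active = inhibition above about 50% at the single tested dose, limit read from the data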;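 also: plate controls were DMSO wells with enzyme for no effect and DMSO wells lacking enzyme for full effect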
Target sequence (Q9GZR1 628-1112 limits assumed): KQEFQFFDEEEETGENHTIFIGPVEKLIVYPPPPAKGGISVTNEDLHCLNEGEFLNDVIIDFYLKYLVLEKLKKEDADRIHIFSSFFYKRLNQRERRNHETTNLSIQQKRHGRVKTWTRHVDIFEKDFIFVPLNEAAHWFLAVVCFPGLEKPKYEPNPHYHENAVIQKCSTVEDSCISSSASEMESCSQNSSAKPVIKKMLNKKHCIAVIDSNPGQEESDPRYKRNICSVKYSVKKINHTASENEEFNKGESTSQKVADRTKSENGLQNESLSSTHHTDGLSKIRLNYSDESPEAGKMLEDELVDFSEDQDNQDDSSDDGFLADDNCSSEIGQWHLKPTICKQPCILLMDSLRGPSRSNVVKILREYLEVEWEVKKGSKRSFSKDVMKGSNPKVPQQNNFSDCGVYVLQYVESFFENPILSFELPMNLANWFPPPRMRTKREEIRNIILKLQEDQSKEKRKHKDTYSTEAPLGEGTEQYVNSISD
SENP1 inh: blocks the human SENP1 SUMO protease catalytic domain. Q9P0U3. recombinant SENP1 catalytic domain, CyPet-SUMO1-YPet FRET cleavage. inhibition, % at 10 µM. 360,000 compounds, 0.21% hits;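 active = inhibition at least 30% at 10 µM, raw YFP signal under a set limit, fluorescence ratio 0.5 to 1.5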;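 also: 0% = enzyme with DMSO and 100% = no enzyme wells; some results filed as inactive read as strong as hits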
Target sequence (Q9P0U3 419-644 limits assumed): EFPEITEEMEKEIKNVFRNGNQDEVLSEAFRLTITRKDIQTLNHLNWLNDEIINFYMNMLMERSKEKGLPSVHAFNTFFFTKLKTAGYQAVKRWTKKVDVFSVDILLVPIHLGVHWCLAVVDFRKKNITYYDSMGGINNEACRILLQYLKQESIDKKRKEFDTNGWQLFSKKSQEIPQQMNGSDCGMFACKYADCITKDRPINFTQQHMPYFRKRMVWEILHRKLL
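Assay system: hSENP1 catalytic domain, recombinant. Amount: SENP1 enzyme, 20 pM final. Schedule: 50 min reaction, RT, dark. Technique: FRET, CFP and YFP emission. Control set: no-enzyme wells low, DMSO-plus-enzyme wells high control.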
hIAP activ: human IAP activation; purified human IAP, CDP-Star luminescence, 30 min; active compounds read high; 1 = vehicle-only enzyme, 0 = enzyme-free background; activation factor at 10 µM; 330,000 compounds, 0.16% hits;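 active = activation factor of the enzyme at least 2-fold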; also: the source names both 10 and 20 µM as test concentration; values of inactives mirror those of a sister screen read the other way
GRIN3A LBD mod: modulates the human NR3A ligand-binding domain; AID 1259313; Tm shift relative to glycine control, % at 25 µM; 340,000 compounds, 2.5% hits; NR3A LBD differential scanning fluorimetry, Tm shift; 0% = protein alone, 100% = glycine-bound protein;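 active = melting temperature shift of at least 10% of the positive control shift, at one fixed dose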
SENP8 block: SENP8 (human) protease inhibition | inhibition, % at 20 µM | Q96LD8 | 360,000 compounds, 0.64% hits | recombinant SENP8, Nedd8 substrate fluorescence | AID 602440; in the data active = inhibition mostly above about 40%, no sharp cut-off; inactive = mostly below about 27%
Target sequence (Q96LD8 whole entry, looked up): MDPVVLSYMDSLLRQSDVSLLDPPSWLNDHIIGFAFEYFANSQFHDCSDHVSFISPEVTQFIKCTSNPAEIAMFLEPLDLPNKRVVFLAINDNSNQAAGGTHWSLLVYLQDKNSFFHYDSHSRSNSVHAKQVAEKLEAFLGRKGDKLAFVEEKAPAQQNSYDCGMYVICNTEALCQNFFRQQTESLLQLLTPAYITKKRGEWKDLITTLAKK
MPTP block: inhibitors of mitochondrial permeability transition pore; isolated mouse mitochondria, Ca2+ swelling absorbance, 30 min; inhibition, % at 10 µM; 360,000 compounds, 1.4% hits;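 active = inhibition of 50% or more, scaled per plate between neutral and stimulator controls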;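 also: 0% = DMSO wells given calcium and 100% = 1 mM EGTA wells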
ATG4B inh: ATG4B (human) cysteine protease inhibition | ATG4B cleavage of LC3-PLA2, NBD-HPC fluorescence, 1 h | inhibition, % at 8.33 µM | 340,000 compounds, 0.51% hits | AID 504462; in the data active = inhibition above about 40%
PfG6PD inh: PfG6PD (Plasmodium falciparum) enzyme inhibition | PfGluPho enzyme, NADPH resazurin-diaphorase fluorescence | AID 504690 | 350,000 compounds, 0.78% hits | inhibition, % at 20 µM;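 active = inhibition reaching at least a set limit at 20 µM in the primary screen, cut at about 59% in these data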;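 also: 0% = DMSO wells with substrate and 100% = DMSO wells lacking glucose-6-phosphate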
An asterisk follows results filed as active; nt = not tested or not shown.

cpd | compound | SENP6 inh | SENP1 inh | hIAP activ | GRIN3A LBD mod
1 | COc1ccccc1NS(=O)(=O)c1ccc(C(=O)NCCCn2ccnc2)cc1 | -1 | 0 | 1 | 2
2 | Cc1ccc2c(C)ccc(O)c2n1 | -5 | -8 | 1.2 | 2
3 | C=CCn1c(SCc2ccc(Br)cc2F)nc2cc(C(=O)O)ccc2c1=O | -2 | -1 | 0.94 | -4
4 | Cc1ccc(S(=O)(=O)CCC(=O)NCc2ccc(Cl)cc2)cc1 | -23 | 3 | 1.1 | -3
5 | O=C(O)C(c1ccccc1)N1C(=O)/C(=C\c2ccc(-c3cccc(Cl)c3)o2)SC1=S (stereo not drawn) | -10 | -26 | 0.86 | 28*
6 | CCOc1cc(N2CCOCC2)c(OCC)cc1NC(=O)[C@H](C)N1C(=O)C2CC=CCC2C1=O (stereo partly drawn) | -20 | 1 | 0.99 | 0
7 | O=C(NCc1ccccc1F)c1ccc2c(c1)OCCO2 | 27 | 1 | 1 | -2
8 | COc1cccc(N(CC(=O)NC2CCCCC2)C(=O)CCCC(=O)Nc2ccccn2)c1 | -4 | 1 | 1.1 | -2
9 | CC(=O)c1ccc(NC(=O)CCc2nnc3ccc(NCc4ccco4)nn23)cc1 | -21 | -7 | 1 | 1
10 | CCCCCCCC(=O)N/N=C/c1cccnc1 | -20 | -1 | 0.91 | 0
11 | CC(NC(=O)c1ccc2c(c1)OCCO2)C(=O)O (stereo not drawn) | -7 | 0 | 1.1 | 4
12 | Cc1ccc(Sc2ncccc2C(=O)NC2CCCCCC2)cc1C | -19 | 1 | 0.94 | 0

cpd | SENP8 block | MPTP block | ATG4B inh | PfG6PD inh
1 | 26 | -1.4 | -55 | 9
2 | 7 | 0.6 | -4 | 1
3 | -48 | 3.2 | -10 | -17
4 | 13 | 0.8 | -5 | 13
5 | 24 | 2.1 | 59* | 15
6 | 16 | 0.7 | -6 | 0
7 | 8 | 0.0 | 1 | 6
8 | 1 | 3.0 | -14 | 1
9 | -1 | -0.2 | -15 | -15
10 | 12 | -0.7 | -8 | 5
11 | 8 | -0.5 | 0 | -6
12 | 15 | 0.0 | 1 | 4

The listing continues:
cpd | compound | SENP6 inh | SENP1 inh | hIAP activ | GRIN3A LBD mod
13 | CCOC(=O)c1ccc(N2CCOCC2)c(NC(=O)c2ccc3c(c2)OCO3)c1 | -11 | 0 | 1.2 | -2
14 | CCC1(c2ccc(F)cc2)NC(=O)N(CC(=O)N(CCC#N)c2ccccc2)C1=O (stereo not drawn) | 16 | 1 | 1.4 | -3
15 | CCCCN(C)C(=O)C1CCC(CNS(=O)(=O)c2ccc3c(c2)CC(C)N3C(C)=O)CC1 (stereo not drawn) | 4 | -1 | 0.82 | 0
16 | COc1ccc(CNc2nc(SCC(=O)NCc3ccco3)nc3ccccc23)cc1 | -3 | -3 | 0.87 | 1
17 | CCNC(=O)c1ccc2c(c1)C1C3CCC(C3)C1C(c1ccccc1)N2 (stereo not drawn) | 7 | 0 | 1.1 | -1
18 | O=C(CCSc1nc(-c2ccco2)cc(C(F)(F)F)n1)NCC1CCCO1 (stereo not drawn) | 5 | -1 | 0.98 | 0
19 | COc1ccc(CCNC(=O)C(C)Sc2ccc(C)cc2)cc1OC (stereo not drawn) | -13 | 2 | 0.98 | 1
20 | O=C(Nc1ncccn1)c1cc(-c2ccc(F)cc2)nc2ccccc12 | -8 | 2 | 1 | -1
21 | Cc1ccccc1N1C(=O)CC(N2CCC(C(N)=O)CC2)C1=O (stereo not drawn) | 11 | 1 | 1.1 | 1
22 | COc1ccc(S(=O)(=O)NCCc2ccc(F)cc2)cc1 | 5 | 1 | 0.95 | -1
23 | O=C(c1ccc(F)cc1)N1CCN(c2ccc([N+](=O)[O-])c(N3CCCCC3)c2)CC1 | -20 | 4 | 1.1 | 1
24 | CCOc1cc(C(=O)CCC(=O)OCC(=O)NC(=O)NCC(C)C)ccc1O | -11 | -1 | 0.98 | 4

cpd | SENP8 block | MPTP block | ATG4B inh | PfG6PD inh
13 | 7 | 1.9 | 5 | 0
14 | 6 | -1.6 | 2 | -2
15 | 7 | -0.6 | -2 | -3
16 | 13 | 0.6 | 6 | 10
17 | 3 | -1.7 | -2 | -4
18 | -14 | 0.2 | 5 | -1
19 | 14 | 1.8 | -12 | -3
20 | -70 | -0.2 | 5 | 1
21 | -4 | 0.0 | -1 | -17
22 | 8 | -0.1 | 2 | -11
23 | 18 | 0.2 | -8 | -5
24 | 18 | -0.1 | -16 | 0

Continued.
cpd | compound | SENP6 inh | SENP1 inh | hIAP activ | GRIN3A LBD mod
25 | CCCCN=CC1=C(O)C(C(=O)OC)C(C)(C)CC1=O (stereo not drawn) | -1 | 0 | 1.1 | -6
26 | CC(C)C(=O)O/N=C(\N)c1ccccn1 | -2 | 1 | 0.91 | -1
27 | CC(=O)Nc1ccc(NC(=O)CCNC(=O)c2ccccc2Cl)cc1 | -14 | -1 | 0.92 | 1
28 | O=C(CSc1nnc(C2CC2)n1Cc1ccccc1)c1cc2ccccc2o1 | 4 | -8 | 0.91 | 0
29 | CC1CC(C)CN(C(=O)C2CCC(CNS(=O)(=O)c3ccccc3)CC2)C1 (stereo not drawn) | 6 | 0 | 1.1 | 0
30 | Cc1ccc(Cl)cc1N1CCN(Cc2nnnn2C2CCCCC2)CC1 | -14 | -1 | 0.83 | -7
31 | CC(=O)c1cccc(NC(=O)C(C)OC(=O)CN2C(=O)NC(C)(C)C2=O)c1 (stereo not drawn) | -8 | 2 | 1.2 | 0
32 | N#Cc1cc2c(nc1SCC(=O)N1CCOCC1)CCCCC2 | -16 | 0 | 0.96 | 4
33 | CC1(C)Oc2ccc(NC(=O)c3ccco3)cc2O1 | 18 | -1 | 1 | 0
34 | C=CCn1c(SCC(=O)c2ccc(O)c(O)c2)nnc1-c1ccccc1OC | -3 | 3 | 1.1 | 0
35 | CCO[C@@H]1OC(C(=O)Nc2ccccc2)=C[C@H](C)[C@H]1CCCO | -2 | 1 | 0.98 | -4
36 | O=C(COC(=O)c1cc(S(=O)(=O)N2CCOCC2)ccc1F)c1ccc[nH]1 | 4 | -8 | 1.1 | -1

cpd | SENP8 block | MPTP block | ATG4B inh | PfG6PD inh
25 | 11 | 0.9 | 0 | -12
26 | 1 | 17 | 2 | 1
27 | 10 | 0.6 | 2 | -13
28 | -14 | 0.0 | -13 | 25
29 | 4 | 0.2 | 7 | -3
30 | 11 | 0.5 | -5 | 20
31 | 1 | 0.0 | 5 | -12
32 | 11 | 0.8 | 2 | -1
33 | 0 | 0.2 | 4 | 16
34 | 19 | 3.7 | -5 | -12
35 | -3 | -0.3 | -5 | -3
36 | 11 | 0.6 | -2 | -6

Remaining list, next part
cpd | compound | SENP6 inh | SENP1 inh | hIAP activ | GRIN3A LBD mod
37 | Cn1c(-c2cccs2)nc2ccccc21 | -33 | 0 | 1 | 0
38 | C/C(=N/NC(=O)CNC(=O)COc1cccc(C)c1)c1ccco1 | -18 | 1 | 1 | -1
39 | CN(Cc1ccc(Cl)cc1Cl)C(=O)CNC(=O)c1ccco1 | 1 | 2 | 1.2 | 3
40 | Cc1ccc(C)c(SCC(=O)Nc2cccc(S(=O)(=O)N3CCOCC3)c2)c1 | -9 | 1 | 0.97 | -2
41 | COc1ccc(C(=O)Nc2cccc(-c3nc4ncccc4o3)c2C)cc1OC | -6 | -1 | 0.74 | -13
42 | C[C@@H](C(=O)Nc1ccc(SC(F)F)cc1)N1C(=O)C2CCCCC2C1=O (stereo partly drawn) | -15 | 2 | 0.89 | -5
43 | CCCc1nc2ccc(NC(C)=O)cc2c(=O)n1Cc1ccc(Cl)cc1 | 25 | 0 | 1.1 | 0
44 | C=CCn1c(Oc2ccc(C=O)cc2OCC)nc2c1c(=O)n(C)c(=O)n2C | 0 | -1 | 0.97 | 0
45 | O=C(Nc1nccs1)C1CC(=O)N(CCc2ccccc2)C1 (stereo not drawn) | 6 | 2 | 1 | -1
46 | CCOc1ccc(N2C(=O)CC(Sc3nc(CC(C)C)ccc3C#N)C2=O)cc1 (stereo not drawn) | -27 | -31 | 1 | -2
47 | C=C1C2C[C@H](O)C(C)(C)[C@@]2(O)[C@H](O)C[C@]23C[C@@](C)(O)[C@H](CC[C@H]12)[C@H]3O (stereo partly drawn) | 0 | 4 | 0.92 | -1
48 | CN(C)CCOCCOc1ccccc1-c1ccccc1 | -4 | 2 | 0.95 | 2

cpd | SENP8 block | MPTP block | ATG4B inh | PfG6PD inh
37 | -434 | 0.0 | -3 | 1
38 | 5 | 0.7 | -5 | 12
39 | 3 | 0.6 | -3 | 7
40 | 6 | 0.4 | -4 | 4
41 | 6 | -0.1 | 0 | -15
42 | 12 | 0.2 | -13 | 9
43 | -1 | 0.4 | 1 | -11
44 | 12 | 2.4 | 0 | -4
45 | 9 | -2.8 | -5 | -2
46 | -2 | -1.0 | 15 | -22
47 | 16 | -0.2 | 6 | -4
48 | 12 | -1.6 | 3 | 7

Eight structures out of the list, sorted by count of non-hydrogen atoms, rising:
cpd | compound | SENP6 inh | SENP1 inh | hIAP activ | GRIN3A LBD mod
37 | Cn1c(-c2cccs2)nc2ccccc21 | -33 | 0 | 1 | 0
48 | CN(C)CCOCCOc1ccccc1-c1ccccc1 | -4 | 2 | 0.95 | 2
45 | O=C(Nc1nccs1)C1CC(=O)N(CCc2ccccc2)C1 (stereo not drawn) | 6 | 2 | 1 | -1
38 | C/C(=N/NC(=O)CNC(=O)COc1cccc(C)c1)c1ccco1 | -18 | 1 | 1 | -1
47 | C=C1C2C[C@H](O)C(C)(C)[C@@]2(O)[C@H](O)C[C@]23C[C@@](C)(O)[C@H](CC[C@H]12)[C@H]3O (stereo partly drawn) | 0 | 4 | 0.92 | -1
43 | CCCc1nc2ccc(NC(C)=O)cc2c(=O)n1Cc1ccc(Cl)cc1 | 25 | 0 | 1.1 | 0
40 | Cc1ccc(C)c(SCC(=O)Nc2cccc(S(=O)(=O)N3CCOCC3)c2)c1 | -9 | 1 | 0.97 | -2
41 | COc1ccc(C(=O)Nc2cccc(-c3nc4ncccc4o3)c2C)cc1OC | -6 | -1 | 0.74 | -13

cpd | SENP8 block | MPTP block | ATG4B inh | PfG6PD inh
37 | -434 | 0.0 | -3 | 1
48 | 12 | -1.6 | 3 | 7
45 | 9 | -2.8 | -5 | -2
38 | 5 | 0.7 | -5 | 12
47 | 16 | -0.2 | 6 | -4
43 | -1 | 0.4 | 1 | -11
40 | 6 | 0.4 | -4 | 4
41 | 6 | -0.1 | 0 | -15

Continued.
cpd | compound | SENP6 inh | SENP1 inh | hIAP activ | GRIN3A LBD mod
49 | CCOc1ccccc1NC(=O)C1CC(=O)n2ncnc2N1 (stereo not drawn) | 0 | 2 | 0.75 | 8
50 | COc1ccc(Nc2cc(C)nc(N)n2)cc1 | -9 | 2 | 0.99 | 0
51 | COc1ccccc1-c1c(C)nn2c(NCCN3CCCC3)cc(C)nc12 | -6 | -4 | 1 | 0
52 | CC1(C)CN(c2ccc(F)cc2)C1=O | 13 | 3 | 1 | 2
53 | Cc1cc(C)c(C#N)c(Nc2ccccc2C)n1 | 11 | 1 | 0.97 | -1
54 | COC(=O)COc1ccc2c(=O)c(-c3ccccc3OC)coc2c1 | 4 | -1 | 1 | 1
55 | CN(C)CCC(=O)N1C/C(=C/c2ccccc2)C(=O)/C(=C\c2ccccc2)C1 | nt | -1 | nt | 1
56 | Cc1ccc(-n2cnc3sc(C)c(C)c3c2=O)cc1 | -11 | 37* | 1.1 | 0
57 | CC1CCc2nc(NC(=O)c3ccc(N4C(=O)CCC4=O)cc3)sc2C1 (stereo not drawn) | 6 | 0 | 0.91 | 0

cpd | SENP8 block | MPTP block | ATG4B inh | PfG6PD inh
49 | 11 | 0.3 | 7 | -6
50 | 16 | 0.2 | 5 | 11
51 | -118 | -0.6 | -6 | 3
52 | 2 | -1.1 | -5 | -4
53 | -111 | 0.8 | 5 | -6
54 | 2 | -0.8 | -6 | 2
55 | 0 | -1.3 | 17 | 27
56 | 32 | 2.1 | 7 | -12
57 | -31 | -0.5 | 2 | 4

Assay outcomes (PubChem)
